PLAP inhibition: inhibition of human placental alkaline phosphatase – biochemical, luminescence, HTS (AID 690) | purified PLAP, luminescent substrate; higher % means a stronger effect | 96,000 compounds, 0.08% hits | one-dose inhibition, % at 20 µM; IC50 in µM for titrated hits; in the data active = a potency from the dose series; inactive = the rest, 99 in 100 with inhibition below about 30%; also: strong numbers were not always called active
MRP resist rev: compounds reversing MRP-mediated drug resistance; differential viability (reversal), % at 10 µM; H69AR cells + 2 uM doxorubicin, CellTiter-Glo, 72 h; 85,000 compounds, 0.04% hits;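 active = viability drop by adding the cancer drug above about 55%, with treated viability meeting a 40% cutoff, limit read from the data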;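 also: viability without doxorubicin minus viability with 2 µM doxorubicin for each compound; larger differential means the compound sensitizes cells more to doxorubicin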
NFkB transloc pot: enhances IL-1B driven NFkB nuclear translocation; HUVEC IL-1B NFkB p65 nuclear translocation imaging; activation, % at 2 µM; 94,000 compounds, 0.3% hits; AID 819;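 active = activation above 40%, about the mean plus 3 SD, also judged a hit on visual image review; inconclusive = activation above 40% but not a hit on visual review; inactive = activation not above 40% and no visual hit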;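 also: percent activation is computed from the nuclear over cytoplasmic p65 intensity ratio; values of inactives mirror those of a sister screen read the other way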
Bcl-B displacement: displacers of TR3 peptide from Bcl-B, primary screen, selectivity assay for Bfl-1 inhibitor project, biochemical, fluorescence polarization. AID 748. 96,000 compounds, 0.11% hits. displacement, % at 20 µM; hits with a dose series show IC50 in µM. FP displacement of FITC-TR3 peptide from Bcl-B; higher % means a stronger effect;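 active = displacement above 50% at 20 µM plus a fluorescence interference ratio under 1.5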;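 also: plate controls were wells without compound for no effect and wells lacking Bcl-B protein for full effect; a part of the inactive calls stands beside numbers as strong as those of hits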
NFkB transloc inh: blocks IL-1B driven NFkB nuclear translocation in HUVEC cells. HUVEC IL-1B NFkB p65 nuclear translocation imaging. inhibition, % at 2 µM. 94,000 compounds, 0.43% hits. AID 796;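 active = inhibition above about 30% together with a positive call from visual inspection of the well image, limit read from the data; inconclusive = inhibition above a set limit but visual check negative; inactive = inhibition not above a set limit, visual check negative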;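 also: nuclear over cytoplasmic p65 intensity ratio measured by imaging; 0% = IL-1B stimulated DMSO wells and 100% = unstimulated DMSO wells; values of inactives mirror those of a sister screen read the other way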
MRP resist rev cytotoxicity: also measured in MRP resist rev; calls as there; viability, %; H69AR cells, CellTiter-Glo, 72 h; measured here: cytotoxicity without doxorubicin
MRP resist rev with doxorubicin: second read-out of MRP resist rev, no call of its own (marks repeat the call); viability, %; measured here: viability with 2 uM doxorubicin; hits give low values
NFkB transloc inh cell count 2 µM: recorded beside NFkB transloc inh, whose call it bears; cell count; measured here: cells passing quality filter;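 raw number of nuclei counted in each imaged well without normalization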
NFkB transloc pot cell count 2 µM: second read-out of NFkB transloc pot, no call of its own (marks repeat the call); cell count; measured here: cells passing quality filter
Numbers without * were called inactive; ? = inconclusive; nt = no result given. Some of the compounds tested (hit frequency here may not be typical).

SMILES	PLAP inhibition	MRP resist rev	MRP resist rev cytotoxicity	MRP resist rev with doxorubicin	NFkB transloc pot	NFkB transloc pot cell count 2 µM	Bcl-B displacement	NFkB transloc inh	NFkB transloc inh cell count 2 µM
CCCCC(=O)Nc1ccc2c(c1)nc1n2CCSC1	-28%	-3	92	95	?	nt	-8%	-48	115
CCOC(=O)CSc1n[nH]c(NC(=O)c2cccc(C(F)(F)F)c2)n1	-2%	nt	nt	nt	8	144	-10%	-8	144
CC(C)(C)c1ccc(C2C3=C(CCCC3=O)NC3=C2C(=O)c2ccccc23)cc1 (stereo not drawn)	1%	nt	nt	nt	4	135	4%	-4	135
CCOC(=O)Cc1csc(NC(=O)CCN2C(=O)c3ccccc3C2=O)n1	1%	3	103	99	nt	nt	0%	nt	nt
Cc1sc2nc(SCC(=O)NCc3ccco3)[nH]c(=O)c2c1C	-28%	11	80	69	nt	nt	-6%	nt	nt
COc1ccc(C(=O)CSc2nc(C)cc(=O)[nH]2)cc1	4%	11	91	80	nt	nt	-2%	nt	nt
COc1ccc(NC(=O)Nc2cccc(C(=O)N3CCOCC3)c2)cc1OC	5%	-1	86	87	-12	119	-9%	12	119
CN(C)CCN(Cc1ccccc1)c1nccc(N(C)C)c1C#N	-85%	6	94	88	26	205	7%	-26	205
COc1ccccc1-c1nc(C#N)c(N2CCN(C(c3ccccc3)c3ccccc3)CC2)o1	-21%	-12	85	97	-2	151	0%	2	151
N#Cc1ccc(-c2ccco2)nc1SCC(=O)c1ccc(Cl)cc1	nt	-1	6	7	?	nt	0%	-54	158
Cc1ccc(-c2nn(-c3ccccc3)cc2/C=N/NC(=O)c2ccc3c(c2)OCO3)cc1	-27%	nt	nt	nt	14	160	2%	-14	160
CCN1C(=O)C2C(c3ccccc3F)NC(Cc3ccc(O)cc3)(C(=O)OC)C2C1=O (stereo not drawn)	-12%	14	97	83	25	131	-2%	-25	131
CCCCOC(=O)C1Cc2ccccc2C(=O)O1 (stereo not drawn)	9%	-2	106	107	-2	209	-3%	2	209
CS(=O)(=O)N1CCN(c2ccc(NC(=O)c3ccc(-c4ccc(Cl)cc4)o3)cc2)CC1	24%	1	29	28	-8	186	-19%	8	186
O=C(NCc1cccs1)C1CCC(CNS(=O)(=O)c2cccs2)CC1 (stereo not drawn)	8%	14	92	79	-5	75	-26%	4	75
O=C(CCCn1c(=O)[nH]c2ccccc2c1=O)NC1CCCCCC1	10%	8	92	84	-4	112	3%	4	112
O=C(Nc1nnc(C23CC4CC(CC(C4)C2)C3)s1)c1ccco1	-2%	-12	74	86	15	118	-8%	-15	118
COc1ccc(-c2ccc(C3C(C#N)=C(N)Oc4n[nH]c(C)c43)o2)cc1 (stereo not drawn)	2%	-25	43	68	5	171	-18%	-5	171
COc1ccc(NC(=O)CSc2nnc(-c3ccccc3C)n2N)cc1OC	-25%	7	95	88	2	170	-27%	-2	170
O=C(CC1OC(=O)c2ccccc21)c1ccco1 (stereo not drawn)	5%	-10	58	68	12	146	5%	-12	146

Seven of these compounds, reformatted:
compound | PLAP inhibition | MRP resist rev | MRP resist rev cytotoxicity | MRP resist rev with doxorubicin | NFkB transloc pot | NFkB transloc pot cell count 2 µM | Bcl-B displacement | NFkB transloc inh | NFkB transloc inh cell count 2 µM
Cc1ccc(-c2nn(-c3ccccc3)cc2/C=N/NC(=O)c2ccc3c(c2)OCO3)cc1 | -27% | nt | nt | nt | 14 | 160 | 2% | -14 | 160
O=C(Nc1nnc(C23CC4CC(CC(C4)C2)C3)s1)c1ccco1 | -2% | -12 | 74 | 86 | 15 | 118 | -8% | -15 | 118
CS(=O)(=O)N1CCN(c2ccc(NC(=O)c3ccc(-c4ccc(Cl)cc4)o3)cc2)CC1 | 24% | 1 | 29 | 28 | -8 | 186 | -19% | 8 | 186
CN(C)CCN(Cc1ccccc1)c1nccc(N(C)C)c1C#N | -85% | 6 | 94 | 88 | 26 | 205 | 7% | -26 | 205
O=C(CC1OC(=O)c2ccccc21)c1ccco1 (stereo not drawn) | 5% | -10 | 58 | 68 | 12 | 146 | 5% | -12 | 146
CC(C)(C)c1ccc(C2C3=C(CCCC3=O)NC3=C2C(=O)c2ccccc23)cc1 (stereo not drawn) | 1% | nt | nt | nt | 4 | 135 | 4% | -4 | 135
O=C(NCc1cccs1)C1CCC(CNS(=O)(=O)c2cccs2)CC1 (stereo not drawn) | 8% | 14 | 92 | 79 | -5 | 75 | -26% | 4 | 75

(listing goes on)
SMILES	PLAP inhibition	MRP resist rev	MRP resist rev cytotoxicity	MRP resist rev with doxorubicin	NFkB transloc pot	NFkB transloc pot cell count 2 µM	Bcl-B displacement	NFkB transloc inh	NFkB transloc inh cell count 2 µM
Cc1nonc1NC(=O)OC1CCCCC1	0%	nt	nt	nt	15	170	4%	-15	170
COc1ccc(-n2c(CNC(=O)c3cc(OC)c(OC)c(OC)c3)n[nH]c2=S)cc1	-14%	nt	nt	nt	-5	131	-1%	5	131
CCCCSc1nc2c(cnn2-c2ccc(C)c(C)c2)c(=O)[nH]1	-20%	6	43	37	-7	43	2%	7	43
O=C(O)CSc1nnc(CNc2ccc(Cl)cc2)n1Cc1ccccc1	-48%	-8	87	95	8	171	-5%	-8	171
Cc1cc(C)n2nc(SCc3nnc(SCc4ccccc4Cl)s3)nc2n1	8%	nt	nt	nt	-2	118	-3%	2	118
CS(=O)(=O)N(CC(=O)N1CCN(Cc2ccc3c(c2)OCO3)CC1)Cc1ccc(Cl)cc1	-57%	2	86	84	19	188	4%	-20	188
O=c1cc(CN2CCN(c3ccc(F)cc3)CC2)c2cc3c(cc2o1)CCCC3	0%	-11	32	43	-10	174	-3%	10	174
CCOc1ccc(OCCOCCN2CCOCC2)cc1	-17%	4	95	91	2	157	-8%	-2	157
Cc1ccc(N(CC(=O)Nc2cc(Cl)ccc2Oc2ccccc2)S(C)(=O)=O)c(C)c1	-40%	nt	nt	nt	10	152	1%	-10	152
COc1ccc2nc(NC(=O)c3cccc(OCc4c(C)noc4C)c3)sc2c1	-33%	-45	21	66	nt	nt	-3%	nt	nt
C=C(C)C1CC=C(CN2CCC(O)CC2)CC1 (stereo not drawn)	-49%	-16	72	88	1	177	12%	-1	177
O=C(CCN1C(=O)/C(=C/c2cccc(Br)c2)SC1=S)NNC(=O)c1cccnc1	-118%	nt	nt	nt	10	113	12%	-10	113
COc1cc2c(cc1NC(=O)c1cccnc1)CCCC2	18%	-4	97	101	11	112	-5%	-10	112
CCOC(=O)C1Sc2[nH]c(=O)sc2C(c2ccc(Cl)cc2)C1C(=O)OCC (stereo not drawn)	-26%	nt	nt	nt	11	168	-2%	-11	168
CC(=O)c1cnn(-c2nc3c(C)cccc3s2)c1C	2%	nt	nt	nt	17	180	-3%	-17	180
O=C(O)/C=C\C(=O)Nc1ccccc1C(=O)N1CCN(c2ccc(Cl)cc2)CC1	-68%	nt	nt	nt	2	160	3%	-2	160
CC(C)Cc1cc(-c2ccco2)c(C#N)c(N)n1	7%	9	88	80	-8	117	-5%	8	117
Cc1ccc(-c2c(C#N)c(N)n3c(nc4ccccc43)c2C#N)cc1	-21%	nt	nt	nt	-13	116	-1%	13	116
CC(C)NC(=O)/C(=C\c1cccc([N+](=O)[O-])c1)NC(=O)c1ccccc1	-7%	nt	nt	nt	-1	163	1%	1	163
CC1CCN(S(=O)(=O)c2ccc(S(=O)(=O)NCc3ccco3)cc2)CC1	nt	-18	75	93	11	115	nt	-11	115
CCOC(=O)c1cc(C)n(Cc2ccccc2)c1C	2%	20	100	81	19	138	-9%	-19	138
Cc1ccc(C(C)C)c(OCCN)c1	5%	-16	92	108	-2	99	0%	2	99
Cc1ccc2[nH]c(=O)c3cc(C(=O)N(C)Cc4ccco4)sc3c2c1	-30%	-7	53	60	1	41	112%	-1	41
CC(OC(=O)c1cccs1)C(=O)NCc1ccccc1 (stereo not drawn)	17%	-13	105	118	-3	116	-2%	3	116
Cc1ccc(C2CC(C(F)F)n3ncc(C(=O)Nc4c(C)nn(Cc5c(F)cccc5Cl)c4C)c3N2)cc1 (stereo not drawn)	nt	-5	91	95	4	81	nt	-4	81
COc1ccc(NC(=O)c2ccc(OC)cc2)cc1	10%	0	105	105	nt	nt	6%	nt	nt
COc1ccc(C(=O)Nc2cccnc2)cc1OC	nt	6	93	87	1	129	nt	-1	129
Cc1ccc(C(=O)NCc2nnc(SCC(=O)Nc3sc4c(c3C#N)CCCC4)n2C)cc1	-19%	-6	73	79	33	21	-4%	-33	21
CCCCN=C1NC(=O)C(CC(=O)Nc2ccc(Cl)cc2)S1 (stereo not drawn)	7%	nt	nt	nt	15	168	7%	-15	168
CCCCN(C)C(=O)C1CCN(Cc2ccccn2)CC1	-22%	-19	78	98	-1	164	14%	1	164
Cn1c(=O)[nH]c(=O)c2c1nc(OC(=O)c1ccccc1)n2CC(O)COc1ccccc1 (stereo not drawn)	-46%	1	93	92	6	155	16%	-6	155
COc1cc(NC(=O)C2C3C=CC(C3)C2C(=O)O)c(OC)cc1Cl (stereo not drawn)	12%	nt	nt	nt	31	144	-2%	-31	144
COc1ccc(C(=O)Nc2ccc3c(c2)Cc2ccccc2-3)cc1	6%	nt	nt	nt	-4	104	-6%	4	104
COc1cccc(C(=O)Nc2cccc(C(=O)NC3=NN(c4c(Cl)cc(Cl)cc4Cl)C(=O)C3)c2)c1	nt	-6	85	90	-6	145	nt	6	145
Cc1oc(-c2ccc3c(c2)OCCO3)cc1C(=O)NC(CCC(=O)O)C(=O)O (stereo not drawn)	-4%	9	90	81	16	132	3%	-16	132
COc1cc(NS(=O)(=O)c2ccc(NC(=O)c3ccc(C)o3)cc2)nc(OC)n1	-4%	16	89	74	3	94	-2%	-3	94
CSC1=C(C#N)C(C)C2=C(CC(C)(C)CC2=O)N1 (stereo not drawn)	22%	-3	90	93	15	119	-1%	-15	119
CCN(CCO)C(=O)C(c1ccccc1)c1ccccc1	2%	6	103	96	-11	155	-3%	11	155
COc1ccc(NC(=O)CSc2nnnn2-c2ccc(OC)cc2)cc1	-18%	15	101	86	11	133	0%	-11	133
CCn1c(SCC(=O)N2CCc3ccccc32)nc2c(c1=O)SC(C)C2 (stereo not drawn)	3%	1	60	59	nt	nt	0%	nt	nt

Two compounds from above, reduced to NFkB transloc pot cell count 2 µM and MRP resist rev:
Molecule | NFkB transloc pot cell count 2 µM | MRP resist rev
CCOC(=O)c1cc(C)n(Cc2ccccc2)c1C | 138 | 20
COc1cc(NC(=O)C2C3C=CC(C3)C2C(=O)O)c(OC)cc1Cl (stereo not drawn) | 144 | nt

The list goes on.
SMILES	PLAP inhibition	MRP resist rev	MRP resist rev cytotoxicity	MRP resist rev with doxorubicin	NFkB transloc pot	NFkB transloc pot cell count 2 µM	Bcl-B displacement	NFkB transloc inh	NFkB transloc inh cell count 2 µM
O=C(c1nn2c(C(F)(F)F)cc(-c3ccccc3)nc2c1Cl)N1CCOCC1	-17%	-19	63	81	3	97	9%	-3	97
CCN1C(=O)c2cccc3c(S(=O)(=O)Nc4c(C)n(C)n(-c5ccccc5)c4=O)ccc1c23	-8%	7	95	88	-3	99	-2%	3	99
Cc1ccc(-n2c(SCC(=O)NCc3ccco3)nc3nc4c(cc3c2=O)COC(C)(C)C4)cc1	-74%	5	77	72	nt	nt	-4%	nt	nt
CCOC(=O)/C=C1\NC(C)(C)Cc2cc(OC)c(O)cc21	-26%	0	97	97	7	87	22%	-7	87
CCC(=O)Nc1ccc(Cl)c(NC(=O)c2ccc(Br)o2)c1	-55%	-15	48	63	4	120	-4%	-4	120
CCCCCNC(=O)C1CC=CCC1C(=O)O (stereo not drawn)	nt	4	105	101	1	173	nt	-1	173
CCCCNC(=O)c1onc(CSc2ccccc2F)c1C(=O)O	-15%	nt	nt	nt	-1	110	20%	1	110
O=C(Nc1ccc2c(c1)oc1ccccc12)N1CCOCC1	-8%	4	66	62	-17	47	-18%	17	47

Source: PubChem (several laboratories)
